High-throughput results as filed in PubChem.
ATXN2 expr inh: reduces ATXN2 reporter expression in HEK-293 cells; HEK-293 ATXN2-luciferase reporter, luminescence, 24 h; Potency, µM (series often up to 57 µM), for inactives: top-dose activity change, negative = inhibition, actives largely listed as inhibitors; 360,000 compounds, 0.72% hits; AID 1745845; also: potency is read from the fitted curve at half-maximal effect; % is scaled to controls: 0 for no effect and ±100 for the full control effect; nearly all actives have a fitted effect of over 55% in size
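qHTS (up to 57 uM final) was run with 24 h compound exposure of reporter cells at 37 °C. Each well was multiplexed: SteadyGlo luminescence measured ATXN2-luciferase expression after a fluorogenic Gly-Phe-AFC viability readout (25 uM final).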
ATXN viability: reduces viability in counter-screen for ATXN expression inhibitors | S2 cells (HEK-293 line with an ATXN2-luciferase reporter) viability, CellTiter-Fluor protease fluorescence, 24 h | Potency, µM (doses to about 56.7 µM), most hits filed as cytotoxic | 400,000 compounds, 0.49% hits; also: potency is read from the fitted curve at half-maximal effect; nearly all actives have a fitted effect of over 40% in size
Nrf2 activator: Nrf2 pathway activation. 410,000 compounds, 0.31% hits. AREc32 ARE-luciferase reporter (MCF7-derived line), luminescence, 24 h. Potency, µM (doses to about 46.1 µM), inactives show top-dose activation, usual class: activators. AID 624171; also: potency is read from the fitted curve at half-maximal effect; % of control where 0% means no effect; nearly all actives have a fitted effect of over 65% in size
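AREc32_Fluc, 1000 cells/well, OPTI-MEM + 5% FBS, o/n 37 deg C 5% CO2; 23 nL cpd by pin tool, 24 hr; Steady-Glo 30 min RT, luminescence.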
HepG2 viability: kills HepG2 cells in TGF-b inhibitor counter-screen; HepG2 CAGA-GFP viability, ATP luminescence, 18 h; Potency, µM (series often up to 46.1 µM), for inactives: at the top dose activity change, negative = cytotoxicity, actives largely listed as cytotoxic; 410,000 compounds, 0.76% hits; also: potency is read from the fitted curve at half-maximal effect; some results filed as inactive show a strong effect at the top dose
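HepG2 CAGA-GFP cells (1000/well, DMEM with 1% FBS) received compound, then TGF-beta at 500 pg/mL final, and were incubated 18 hours at 37 degrees C. Viability was read by CellTiter-Glo luminescence. Media-only wells were set as complete cell-killing and DMSO as no toxicity.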
TGFb inhibitor: blocks TGF-b signaling | HepG2 CAGA-GFP TGF-b/SMAD3 reporter, GFP fluorescence, 18 h; TGF-beta stimulated, 500 pg/mL final | Potency, µM (highest dose often 46.1 µM), for inactives: top-dose activity, negative = inhibition, actives largely listed as inhibitors | 410,000 compounds, 1.2% hits | AID 588855; also: potency is read from the fitted curve at half-maximal effect; % is scaled to controls: 0 for no effect and ±100 for the full control effect; nearly all actives have a fitted effect of over 65% in size
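Smad-responsive CAGA-GFP expression was quantified in HEPG2 cells exposed to compounds and 500 pg/mL final TGF-beta for 18 h at 37 degrees C; unstimulated wells defined full inhibition.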
A549 tox: counter-screen for Nrf2 inhibitors: cytotoxicity in A549 cells; A549 ARE-Fluc cells, CellTiter-Fluor viability, 18-24 h; Potency, µM (top dose mostly 46 µM), without a hit: top-dose activity change, negative = cytotoxicity, most hits filed as inhibitors; 390,000 compounds, 0.16% hits; also: potency is read from the fitted curve at half-maximal effect; % is scaled to controls: 0 for no effect and ±100 for the full control effect
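Cytotoxicity counterscreen: CellTiter-Fluor fluorescence was measured in A549 ARE_Fluc cells after 18-24 h of compound exposure in a concentration series. The subsequent BugLite luminescent read reports ARE-luciferase activity.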
Nrf2 block: blocks Nrf2 signaling; A549 ARE-Fluc reporter, luciferase luminescence, 18-24 h; Potency, µM (top dose mostly 46 µM), without a hit: at the highest dose activity change, negative = inhibition, actives largely listed as inhibitors; 360,000 compounds, 2.1% hits; also: potency is read from the fitted curve at half-maximal effect; % is scaled to controls: 0 for no effect and ±100 for the full control effect; nearly all actives have a fitted effect of over 60% in size
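Reporter: ARE-Fluc in A549. Exposure: 18-24 h, 37 °C, 5% CO2, 5% FBS OPTI-MEM. Readouts: fluorescent cytotoxicity (CellTiter-Fluor), then luminescent Nrf2 signal after BugLite.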
IL-2 act: activators of IL-2 | IL-2 activation reporter assay, cell-based qHTS; stimulated with anti-CD3/CD4/CD28 beads; in transgenic mouse T cells | activation, % (series mostly up to about 46 µM) | 360,000 compounds, 0.065% hits; in the data active = activation above about 50%; inconclusive = mostly about 30% to 49%; also: 0% is about no effect
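Using fluorescent plate cytometry, EGFP and DsRed are detected in transgenic mouse T cells stimulated 18 h at 37 degrees C with antibody-coated beads after 60 min compound pretreatment.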
EPAC2 ag: activates human EPAC2 exchange factor. EPAC2 activation, biochemical qHTS; response scale: 100% = 6.5 mM cAMP response. AID 720711. 360,000 compounds, 0.079% hits. Potency, µM (titrated, usually from 154 µM), for inactives: top-dose activation, most hits filed as activators. Q8WZA2; also: potency is read from the fitted curve at half-maximal effect; nearly all actives have a fitted effect of over 50% in size
Target sequence (Q8WZA2 whole entry, looked up): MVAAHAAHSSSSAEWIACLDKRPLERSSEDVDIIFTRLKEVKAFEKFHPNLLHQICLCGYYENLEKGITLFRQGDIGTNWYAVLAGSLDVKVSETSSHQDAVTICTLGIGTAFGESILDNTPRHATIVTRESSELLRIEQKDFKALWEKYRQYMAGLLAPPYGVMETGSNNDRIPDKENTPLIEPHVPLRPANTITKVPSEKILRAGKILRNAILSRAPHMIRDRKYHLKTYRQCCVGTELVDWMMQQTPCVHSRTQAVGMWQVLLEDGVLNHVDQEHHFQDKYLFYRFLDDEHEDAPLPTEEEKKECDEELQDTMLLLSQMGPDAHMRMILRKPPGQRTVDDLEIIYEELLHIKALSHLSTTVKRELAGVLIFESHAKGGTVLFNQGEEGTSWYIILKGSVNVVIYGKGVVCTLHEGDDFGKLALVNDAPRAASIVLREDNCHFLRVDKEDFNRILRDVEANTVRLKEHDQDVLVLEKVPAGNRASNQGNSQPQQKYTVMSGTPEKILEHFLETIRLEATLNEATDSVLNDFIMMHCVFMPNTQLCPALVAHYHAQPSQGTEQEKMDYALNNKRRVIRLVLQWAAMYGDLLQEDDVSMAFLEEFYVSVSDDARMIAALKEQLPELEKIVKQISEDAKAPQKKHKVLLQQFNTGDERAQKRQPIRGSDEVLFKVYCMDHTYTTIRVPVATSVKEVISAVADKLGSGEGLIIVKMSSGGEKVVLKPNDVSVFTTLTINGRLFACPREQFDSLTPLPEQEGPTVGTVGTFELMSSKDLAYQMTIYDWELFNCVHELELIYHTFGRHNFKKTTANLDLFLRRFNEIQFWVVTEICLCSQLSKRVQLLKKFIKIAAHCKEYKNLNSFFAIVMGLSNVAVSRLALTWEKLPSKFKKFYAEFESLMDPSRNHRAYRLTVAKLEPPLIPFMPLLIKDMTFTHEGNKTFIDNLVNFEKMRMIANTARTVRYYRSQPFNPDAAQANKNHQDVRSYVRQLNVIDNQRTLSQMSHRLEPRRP
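Setup: EPAC2 100 nM, labeled Rap1B complex 250 nM, free GDP 50 uM. Compound titrations pinned in, brief spin, 5 min room temperature incubation. Kinetic fluorescence read over 30 min, normalized to 6.5 mM cAMP.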
* marks the source's active call; other numbers are inactive results; i = inactive; u = inconclusive; x = no result given; [ ] = another dose, or the depositor's remark. Unless noted, calls follow the shape of the dose curve; as a rule, active = well fitted curve in the direction sought with a large enough effect; inconclusive = small, poorly fitted or top-dose-only effect, or another doubt; inactive = no such curve, though single readings can be large; an effect the other way counts as inactive or inconclusive.

Results follow in this order: A549 tox | ATXN2 expr inh | Nrf2 block | HepG2 viability | IL-2 act | EPAC2 ag | ATXN viability | Nrf2 activator | TGFb inhibitor
O=C(OCc1cc(=O)n2c3c(sc2n1)CCCC3)c1cccc(NC(=O)c2ccccc2F)c1
→ -8% | x | x | -15% | x | x | x | 0.7% | u
Cc1ccc(OCCCCN2CCC(C)CC2)c(Br)c1
→ -2% | -21% | 10% | -8% | -2.0 | -2% | i | -0.3% | 1%
CSCCCNC(=O)c1ccc(OC2CCN(C(=O)c3cccnc3)CC2)cc1
→ 3% | -11% | -26% | 1% | -1.9 | 3% | i | -0.2% | 12%
CCN1CCOC(=O)C1CC(=O)Nc1cc(C)cc(C)c1 (stereo not drawn)
→ -13% | 28% | -21% | -9% | x | x | i | 3.7% | -20%
O=C(c1ccc(NS(=O)(=O)c2ccc(F)cc2)cc1)N1CCC1
→ 3% | 8% | 6% | 3% | -4.9 | 5% | i | 0.3% | -19%
O=C(CCC(=O)N1CCN(c2cccc(Cl)c2)CC1)c1cccs1
→ -4% | -27% | -12% | 4% | 4.3 | 1% | i | 2.3% | 10%
COc1cc(C(=O)NCC(=O)OCC(=O)Nc2nnc(-c3ccccc3)o2)cc(OC)c1OC
→ -1% | 1% | 5% | 3% | -2.3 | 2% | i | -0.3% | 5%
CC1(C)C=Cc2c(ccc3c2OC[C@@H](c2ccc(O)cc2O)C3)O1
→ -6% | 5% | u | -78% | 1.0 | 12% | i | 3.5% | u
CCOc1cc(/C=C2/C(=O)ON=C2C)ccc1OCc1ccc(F)cc1
→ -19% | u | -21% | -34% | -1.9 | 0% | u | 1.9% | 0%
COc1ccc(C2c3c(oc4ccccc4c3=O)C(=O)N2CCCN2CCOCC2)cc1 (stereo not drawn)
→ -11% | x | 14% | 3% | -0.1 | -5% | x | 3.5% | -9%
CCc1ccc(NC(=O)Cn2nnc(C(=O)NCCc3ccc(OC)c(OC)c3)c2N)cc1
→ 10% | 3% | 4% | 15% | 0.7 | 1% | i | 0.2% | 8%
CCNc1cc(S(=O)(=O)C(F)(F)F)ccc1N
→ -1% | 2% | 12% | -7% | -0.1 | -1% | i | 0.7% | -8%
Cc1ccc(S(=O)(=O)Oc2cccc([N+](=O)[O-])c2)cc1
→ 0% | 7% | 9% | -14% | -0.3 | 15% | i | 3.7% | -19%
COc1cc(NC(=O)c2cc([N+](=O)[O-])ccc2Br)ccc1NC(=O)c1ccco1
→ 0% | -22% | 20% | -23% | -2.0 | 7% | u | u | -8%
O=c1[nH]c(C2CCN(S(=O)(=O)c3ccccc3F)CC2)nc2c1nnn2Cc1ccc(OC(F)(F)F)cc1
→ -13% | x | u | -19% | 1.0 | -13% | u | 0.0% | -3%
Cc1ccc(CSc2nccc(-c3c(C)nc4ccccn34)n2)cc1
→ -20% | x | 8.2µM* | 1% | -0.7 | -2% | u | 0.1% | 11%
Cc1cccc(C2=NOC(=O)/C2=C\c2ccccc2F)c1
→ 14% | x | -5% | 1% | -0.8 | 7% | i | -0.1% | -5%
O=C(NCC1CCCO1)c1ccccc1OCc1ccc(F)cc1 (stereo not drawn)
→ -13% | 3% | 3% | -6% | -1.3 | 4% | u | -0.5% | -11%
COc1ccc(C(F)(F)F)cc1NC(=O)c1sc2nc(-c3cccs3)ccc2c1N
→ 5% | -20% | 2% | 14% | x | x | i | 9.4% | 8%
COc1ccc(S(=O)(=O)NC(C)C(=O)NCc2ccco2)cc1OC (stereo not drawn)
→ 3% | -9% | -19% | 10% | 0.0 | 14% | i | 4.2% | 3%

Overlap with the part before: two entries, then new ones.
Results follow in this order: A549 tox | ATXN2 expr inh | Nrf2 block | HepG2 viability | IL-2 act | EPAC2 ag | ATXN viability | Nrf2 activator | TGFb inhibitor
COc1ccc(C(F)(F)F)cc1NC(=O)c1sc2nc(-c3cccs3)ccc2c1N
→ 5% | -20% | 2% | 14% | x | x | i | 9.4% | 8%
COc1ccc(S(=O)(=O)NC(C)C(=O)NCc2ccco2)cc1OC (stereo not drawn)
→ 3% | -9% | -19% | 10% | 0.0 | 14% | i | 4.2% | 3%
CCC(=O)N1CCc2cc(S(=O)(=O)CCC(=O)N3CCN(c4cccc(Cl)c4)CC3)ccc21
→ -3% | -8% | 23µM* | -14% | x | x | u | 0.9% | u
CC(C)(C)OC(=O)N1CCC(C(=O)NNC(=O)c2ccc(Cl)cc2Cl)CC1
→ 1% | 7% | 3% | 4% | -0.1 | 1% | i | -0.1% | -2%
Cn1c(N)c(C(=O)COC(=O)CCc2ccccc2)c(=O)n(C)c1=O
→ 0% | -19% | -3% | 11% | -0.4 | -6% | i | 0.4% | 28%
COc1cc(C(=O)NNC(=O)CN2C(=O)NC3(CCCC3)C2=O)cc(OC)c1OC
→ -3% | -17% | 10% | -3% | 0.2 | 7% | i | 0.1% | -1%
CN(CCC#N)C(=O)c1ccc(CNS(=O)(=O)c2ccc(F)cc2)cc1
→ 4% | -16% | -3% | -1% | 1.5 | 2% | i | 0.3% | -2%
CC(NC(=O)CCNC(=O)c1ccccc1Cl)c1ccc(-n2ccnc2)cc1 (stereo not drawn)
→ -6% | 5% | 4% | -11% | -0.3 | 6% | i | -0.8% | -6%
CC(=O)Nc1ccc(S(=O)(=O)N(C)c2ccc(OCC(=O)NCCc3ccccc3F)cc2)cc1
→ -5% | 8% | u | -47% | 0.2 | 12% | i | 2.3% | 4%
Cc1cc(C(=O)COc2ccccc2C#N)c(C)n1C1CC1
→ 0% | 17% | 18% | 4% | -0.8 | -2% | i | 1.3% | -1%
COc1cc(/C=N/N=C(/C(=O)c2ccccc2)c2ccccc2)cc(OC)c1O
→ -2% | 6% | 10% | -17% | -1.1 | 9% | i | -0.1% | u
CCOc1ccccc1/C=N/NC(=O)c1cccc(S(=O)(=O)N(CC)CC)c1
→ 1% | 3% | 12% | -14% | 0.0 | -8% | i | 0.5% | -2%
CCN(CC)C(=O)Cn1cc(S(=O)(=O)CC(=O)NCCc2ccccc2)c2ccccc21
→ -7% | 5% | -14% | 15% | -2.6 | 0% | u | 0.2% | -7%
O=C(NCC1CCCO1)c1ccc2c(c1)C(=O)N(c1cccc([N+](=O)[O-])c1)C2=O (stereo not drawn)
→ 2% | -3% | -19% | -13% | 0.3 | 11% | i | -0.2% | -6%
CN(C)/C=N/C(=S)Nc1ccc(Br)cc1F
→ 0% | 42%[activator] | u | -3% | -0.8 | 19% | i | 0.1% | 7%
CCOc1ccccc1NC(=O)C1CCN(S(=O)(=O)c2ccc(OC)c(OC)c2)CC1
→ 2% | 6% | -6% | -18% | -3.4 | 1% | i | -0.6% | 0%
O=C(c1cc2ccccc2c(=O)o1)N1CCc2ccccc2C1
→ 0% | 10% | 5% | 14% | 1.9 | 3% | i | 0.7% | 2%
Cc1ccc(S(=O)(=O)NCCN2CCOCC2)cc1
→ 0% | 0% | 12% | 4% | -1.5 | -2% | i | -0.6% | u
O=C(NNC(=O)c1cccs1)c1ccc(Cl)nc1
→ -3% | 13% | 5% | 0% | -0.9 | 8% | i | -0.3% | 1%
Cc1ccc(C(=O)O/N=C(\N)c2ccccc2)c(Cl)c1
→ -3% | -20% | u | -18% | 1.4 | 12% | u | 4.8% | -26%
COCCCNC(=O)c1ccc2c3c(onc13)-c1ccccc1C2=O
→ u | u | u | -107% | -0.1 | 100µM* | x | -2.9% | 3.2µM*
CCCN1C(=O)c2[nH]nc(-c3ccccc3O)c2C1c1cccc(OCc2ccccc2)c1 (stereo not drawn)
→ -15% | x | u | 16µM* | x | x | x | -3.1% | 11µM*
Cc1cc2ccccn2c1C(=O)Nc1ccc(Cl)cc1
→ 3% | 34%[activator] | u | -36% | -2.4 | -4% | i | u | -5%
COc1ccccc1CN(C)C(=O)CNC(=O)c1cccc(Cl)c1
→ -2% | -6% | -26% | -9% | 0.8 | 7% | i | 0.0% | -5%
O=C(CN1C(=O)NC2(CCCC2)C1=O)NNC(=O)c1ccc(Cl)cc1
→ -1% | x | 3% | 2% | 1.3 | 0% | i | -0.1% | 4%
CCSC1(SCC)N=C(N)C2(C#N)C(c3ccc(OC)c(OC)c3OC)C12C#N (stereo not drawn)
→ -21% | u | -7% | -107% | -0.1 | 6% | u | 0.5% | u
COC(=O)c1[nH]c2ccc(F)cc2c1NS(=O)(=O)c1ccc(F)c(C)c1
→ -4% | -10% | -28% | -22% | -0.4 | 0% | i | 2.0% | u
COc1cc(C)nc(Oc2ccc(/C=N/O)cc2)n1
→ -5% | 0% | -11% | -40% | -0.3 | 16% | i | -0.7% | -12%
O=C(NCc1cccnc1)c1nc(-c2ccccc2)n(-c2ccccc2)n1
→ -4% | 0% | -7% | -36% | -0.2 | 2% | i | -0.7% | 34%[activator]
O=C(O)c1ccc2c(c1)C(=O)N(c1ccc(Cl)cn1)C2=O
→ 0% | 1% | 1% | -5% | 1.4 | 7% | i | 0.5% | 14%
Cc1ccc(SCCC(=O)OC(C)C(=O)Nc2ccccc2)cc1 (stereo not drawn)
→ 18% | -9% | 20% | -20% | 0.1 | 20% | i | -0.4% | u
Cn1ccnc1SCC(=O)NC1CCCC1
→ -1% | 4% | 18% | 2% | -4.7 | -3% | i | -0.4% | -3%
CC(C)C(=O)NNS(=O)(=O)c1ccccc1[N+](=O)[O-]
→ 1% | -2% | -10% | 16µM* | -0.1 | 8% | i | 0.0% | -3%
Cc1ccc2c(C)c(C(=O)N3CCCCC3CO)oc2c1C (stereo not drawn)
→ 1% | 10% | u | -19% | -3.1 | 4% | i | 2.4% | 7%
COc1cc(CC(=O)OCC(=O)Nc2cc([N+](=O)[O-])ccc2F)cc(OC)c1OC
→ 15% | x | 11% | -47% | 0.6 | 15% | i | -0.9% | -17%
CC1(C(=O)NS(=O)(=O)Cc2ccccc2)CCN1C(=O)Cc1cc(F)ccc1F (stereo not drawn)
→ x | -1% | x | -2% | -0.1 | 8% | i | -0.3% | 10%
